Screening data (PubChem)
PfHsp90 yeast 2 = growth inhibition of yeast expressing Plasmodium Hsp90; hit rate 0.32% among 310,000; S. cerevisiae expressing PfHsp90, BacTiter-Glo ATP, 48 h; yeast lacking PDR1 and PDR3 efflux regulators; inhibition, % at 9.4 µM;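 active = every replicate shows inhibition above about 80%, whatever the replicate mean, limit read from the data; inconclusive = mean inhibition reaches the set limit but some replicate falls short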;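 also: 0% = DMSO neutral controls and 100% = 20 µM radicicol positive controls; yeast relying on Plasmodium falciparum Hsp90 in place of its own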
Rtt109 Vps75 = C. albicans Rtt109 histone acetyltransferase inhibition; purified Rtt109/Vps75, ThioGlo CoA-SH fluorescence, 4 h; inhibition, % at 34.9 µM; hit rate 0.16% among 330,000;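 active = inhibition of at least 50% in every replicate; inconclusive = best replicate reaches 50% inhibition but some replicates fall short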
SR-BI HDL uptake = mouse SR-BI HDL lipid transfer inhibition. inhibition, % at 12.5 µM. hit rate 0.96% among 320,000. ldlA[mSR-BI] CHO cells, DiI-HDL uptake fluorescence, 3 h;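 active = mean replicate inhibition of at least 70% and a set share of replicates each scoring 70 or more; inconclusive = meets just one of the two criteria; inactive = fails both criteria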;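 also: 0% = median of neutral control wells and 100% = median of positive control wells; values of inactives mirror those of a sister screen read the other way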
Target sequence (Q61009 whole entry, looked up): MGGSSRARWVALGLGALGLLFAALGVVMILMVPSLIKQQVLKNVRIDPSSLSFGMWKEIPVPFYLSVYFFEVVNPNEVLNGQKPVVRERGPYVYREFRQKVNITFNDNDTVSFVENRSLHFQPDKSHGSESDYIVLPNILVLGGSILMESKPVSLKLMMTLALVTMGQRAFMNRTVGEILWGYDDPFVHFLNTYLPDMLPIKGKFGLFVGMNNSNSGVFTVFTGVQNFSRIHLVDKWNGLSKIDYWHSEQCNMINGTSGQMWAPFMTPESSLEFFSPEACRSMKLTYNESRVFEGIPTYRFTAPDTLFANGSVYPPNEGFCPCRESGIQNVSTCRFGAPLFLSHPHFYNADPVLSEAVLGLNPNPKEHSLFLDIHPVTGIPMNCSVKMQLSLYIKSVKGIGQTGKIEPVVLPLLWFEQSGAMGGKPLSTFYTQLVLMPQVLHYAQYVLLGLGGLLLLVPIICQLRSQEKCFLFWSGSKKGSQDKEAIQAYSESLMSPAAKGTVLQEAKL
CAL PDZ FP-1 = inhibitors of human CAL PDZ peptide binding | AID 602252 | Q9HD26 | inhibition, % at 24.9 µM | purified CAL PDZ, TMR-peptide fluorescence polarization, 1 h | hit rate 0.92% among 300,000;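 active = mean inhibition of at least 30% with at least half of replicates also reaching 30%; inconclusive = no clear call, values can overlap the other calls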;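 also: 0% = DMSO neutral control and 100% = excess unlabeled competitor peptide PRC23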
CAL PDZ FP-2 = inhibitors of human CAL PDZ peptide binding. purified CAL PDZ, TMR-peptide fluorescence polarization, 1 h. inhibition, % at 20 µM. hit rate 0.02% among 330,000. AID 504414;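 active = highest replicate inhibition of at least 40%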;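 also: plate controls were DMSO neutral control wells for no effect and unlabeled competitor peptide control wells for full effect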
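Material: tagged CAL PDZ protein CerCALP, purified; buffer or medium: sodium phosphate/NaCl buffer pH 7.4 with TCEP, IgG, Thesit; also added: fluorescent TMR peptide probe; schedule: 1 h incubation at room temperature before polarization reading; technique: fluorescence polarization from S- and P-plane intensities, G-factor corrected; control set: unlabelled peptide and DMSO controls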
MITF act = increases MITF-driven TRPM1 promoter luciferase signal; SK-MEL-5 TRPM1-promoter luciferase, 24 h; % of positive control, neutral wells = 0; activation, % at 12.5 µM; hit rate 0.75% among 300,000; AID 588334;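 active = mean activation of at least 80% with every replicate also reaching 80%; inconclusive = mean reaches 80% but some replicate falls short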;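 also: 0% = neutral control wells and 100% = parthenolide positive control wells; values of inactives mirror those of a sister screen read the other way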
PvdQ inh = blocks Pseudomonas aeruginosa PvdQ acylase activity. purified PvdQ acylase, fluorescence plate reader. inhibition, % at 10 µM. hit rate 0.063% among 340,000. AID 488965; in the data active = inhibition above about 30%, passing the limit was not always enough; inconclusive = no clear call, values can overlap the other calls;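 also: 0% = vehicle neutral wells and 100% = reference inhibitor wells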
NSD2 HMT inh = inhibitors of human histone methyltransferase NSD2. inhibition, % at 12.5 µM. hit rate 0.54% among 310,000. AID 743445. O96028. NSD2 peptide methylation, AlphaScreen, 120 min; in the data active = inhibition above about 50%
SR-BI DiI-HDL act = activators of SR-BI mediated HDL lipid uptake | CHO ldlA[mSR-BI] cells, DiI-HDL uptake fluorescence, 3 h; 100 = double the neutral-control signal | activation, % at 12.5 µM | hit rate 0.096% among 320,000;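 active = mean replicate activation of at least 60% and every replicate at or above 60%; inconclusive = mean or all-replicate condition met, but not both; inactive = mean below 60% and not all replicates reaching 60%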;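 also: 0% = median plate neutral-control signal and 100% = twice that signal; values of inactives mirror those of a sister screen read the other way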
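Material: SR-BI-overexpressing, LDLR-lacking CHO cells; schedule: compound exposure 3 h, 37 °C; reagent: DiI-labelled HDL at 10 µg/mL final; technique: bottom-read fluorescence, 550/595 nm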
dFosB activator = activators of mouse delta FosB homodimer; P13346; purified delta FosB, TAMRA-CDK5 oligo fluorescence polarization; percent of positive-control signal above neutral wells; activation, % at 25 µM; hit rate 0.99% among 340,000; AID 493131;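 active = mean activation above about 17%, with every replicate also reaching it, limit read from the data, passing the limit was not always enough; inconclusive = only one of the two conditions met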;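 also: fluorescence polarization rise as delta FosB binds a TAMRA Cdk5 AP-1 oligo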
Target sequence (P13346 whole entry, looked up): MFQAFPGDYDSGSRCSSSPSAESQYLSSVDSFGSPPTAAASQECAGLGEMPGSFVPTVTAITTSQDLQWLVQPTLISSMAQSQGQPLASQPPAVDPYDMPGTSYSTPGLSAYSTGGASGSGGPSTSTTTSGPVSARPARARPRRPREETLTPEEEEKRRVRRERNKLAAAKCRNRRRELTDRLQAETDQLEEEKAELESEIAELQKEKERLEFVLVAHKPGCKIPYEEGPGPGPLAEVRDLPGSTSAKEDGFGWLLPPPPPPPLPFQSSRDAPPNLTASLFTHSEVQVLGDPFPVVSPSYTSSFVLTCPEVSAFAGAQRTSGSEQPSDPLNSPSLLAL
* hit, by the source's call; ? = inconclusive; · = not tested or not shown.

# | canonical_smiles | CAL PDZ FP-1 | PfHsp90 yeast 2 | PvdQ inh | NSD2 HMT inh | CAL PDZ FP-2 | SR-BI DiI-HDL act | Rtt109 Vps75 | MITF act | SR-BI HDL uptake | dFosB activator
1 | O=C(NCCN1CCOCC1)c1ccc2c(c1)N(Cc1ccc(Cl)cc1)CCS2 | -1 | 5 | 1 | 0 | -1.7 | -45 | -2 | 13 | 45 | -8
2 | CCN(CC(=O)Nc1c(F)cccc1F)C(=O)CCC(=O)c1ccc(F)cc1 | -4 | · | -11 | 2 | -1.8 | 9 | 1 | -3 | -9 | -12
3 | Cc1nn(-c2ccccn2)c2c1C(c1ccncc1)C1=C(CC(C)(C)CC1=O)N2 (configuration not stated) | · | 15 | -3 | 3 | -2.0 | -16 | -5 | 4 | 16 | 4
4 | CN(C)S(=O)(=O)N1CCC(n2nccc2NC(=O)CCCc2ccccc2)CC1 | 1 | 3 | -7 | -2 | 0.5 | 19 | -8 | 6 | -19 | -8
5 | CCNc1ccc(Br)cc(C(=O)/C=C/c2ccccc2Cl)c1=O | · | · | -1 | 34 | -0.2 | -35 | 7 | -31 | 35 | -13
6 | O=C(COC(=O)c1cc(Br)ccc1O)NC12CC3CC(CC(C3)C1)C2 | · | · | -4 | -1 | -0.2 | 20 | 3 | 1 | -20 | 0
7 | CC1C(=O)N2CCCc3cc(NS(=O)(=O)c4ccccc4)cc1c32 (configuration not stated) | 0 | · | -12 | 1 | -2.6 | -5 | 5 | 10 | 5 | -3
8 | COC(=O)c1ccc(NC(=O)C2CC(=O)N(c3ccc(C)cc3)C2)cc1 (configuration not stated) | · | -18 | 4 | 0 | 0.6 | 21 | 3 | · | -21 | 5
9 | CC(=O)c1ccccc1OCc1ccc(C(=O)c2ccccc2)cc1 | -4 | -1 | -7 | -2 | -0.3 | -3 | 0 | · | 3 | -5
10 | Cn1ccnc1SCC(=O)c1ccc(C#N)cc1 | -2 | -113 | -8 | -1 | -3.2 | -18 | -6 | 13 | 18 | 1
11 | Cn1c(-c2ccc(F)cc2)cnc1SCC(=O)Nc1ccccc1N1CCOCC1 | -1 | 14 | -11 | 1 | 0.0 | 0 | 12 | 71 | 0 | -7
12 | COc1ccc(NC(=O)C2CC(c3ccc(Cl)cc3)=NO2)cc1 (configuration not stated) | -3 | 9 | 8 | -4 | -1.0 | 3 | 15 | -18 | -3 | 2
13 | O=C(Nc1ccon1)c1cccc(Cl)c1 | -2 | -11 | 7 | -4 | -1.3 | 3 | 0 | 12 | -3 | 2
14 | O=C(COC(=O)c1ncc(Cl)c(Cl)c1Cl)Nc1ccc(Cl)cn1 | -6 | -33 | -6 | 5 | -1.5 | 17 | 0 | -27 | -17 | -12
15 | COc1cccc(-c2nnc(SCC(=O)N3CCCC3=O)n2-c2ccccc2)c1 | -3 | 16 | -11 | -5 | -3.3 | -1 | 5 | -1 | 1 | -5
16 | COc1ccc(CNC(=O)CCNS(=O)(=O)c2ccc(Br)s2)cc1 | -3 | -39 | 0 | 3 | -2.2 | 10 | 2 | -6 | -10 | -4
17 | CC(C)CNC(=O)C1c2ccccc2Oc2ccccc21 | -2 | -11 | -2 | -1 | -2.1 | -2 | -1 | -3 | 2 | 4
18 | Cc1ccc2cc([N+](=O)[O-])ccc2n1 | · | 7 | 5 | -3 | -2.7 | 11 | 5 | · | -11 | -2
19 | CCc1ccc2[nH]c(=O)c(CN(Cc3ccc(OC)cc3)Cc3nnnn3CCOC)cc2c1 | -3 | 29 | -3 | 2 | -1.0 | -5 | -2 | -2 | 5 | -22
20 | C=CCn1c(C2CC2)n[nH]c1=S | -1 | -2 | 0 | 10 | -1.5 | 19 | 10 | 0 | -19 | -2
21 | COC(=O)C[C@H]1c2cc(C(F)(F)F)ccc2S(=O)(=O)N1C(C)(C)C | 1 | -3 | -8 | · | -1.1 | -7 | 14 | 8 | 7 | 1
22 | Cc1ccc(CSc2nc3[nH]ncc3c(=O)[nH]2)cc1 | -1 | -8 | 7 | -2 | -2.0 | 8 | · | 32 | -8 | -15
23 | Cc1ccc(NS(=O)(=O)c2ccccc2)c([N+](=O)[O-])c1 | -4 | -4 | -9 | 1 | -1.0 | 8 | 4 | 23 | -8 | 8
24 | Cc1cccc(NC(=O)c2cc(-c3ccc(C)s3)nc3ccccc23)n1 | -2 | -24 | -11 | -5 | -2.0 | -62 | -21 | -5 | 62 | 0
25 | C=CCn1c(Cc2csc(N)n2)nnc1SCC(=O)Nc1ccc(C(=O)OCC)cc1 | -2 | 9 | -10 | · | -2.5 | -19 | -2 | -6 | 19 | -3
26 | CCN(CC(=O)NCc1ccc(Cl)cc1)C(=O)NCc1ccc(Cl)cc1 | -2 | 17 | 10 | 2 | -2.7 | · | -4 | -16 | · | -8
27 | Cc1ccn2c(=O)c(C(=O)O)cnc2c1 | · | 11 | -8 | -1 | -0.8 | 6 | 3 | 0 | -6 | -9
28 | C=CCN1CCN(C(c2cc(OC)ccc2OC)c2nnnn2CC2CCCO2)CC1 (configuration not stated) | -1 | 25 | -17 | 2 | -0.8 | 12 | 3 | 5 | -12 | -3
29 | COc1cc(OC)c(OC)cc1/C=C(\C#N)C(=O)NCc1cccs1 | 0 | 0 | -3 | 0 | -2.8 | 3 | -6 | -5 | -3 | -8
30 | CCn1ccnc1CN(C)Cc1nc(-c2ccc3c(c2)OCO3)no1 | 0 | -18 | -5 | -1 | -0.6 | 1 | -4 | 27 | -1 | -4
31 | OCCN=c1cc(-c2ccccc2)oc2ccc(Cl)cc12 | -3 | 10 | 9 | 4 | · | 7 | -9 | 65 | -7 | ?
32 | Cc1cccc(C(=O)N/N=C/c2ccc(OC3CSC3)cc2)c1 | 11 | 4 | 6 | -5 | -2.0 | -12 | 35 | 6 | 12 | -13
33 | COc1ccc(/C=N/Nc2nc(C)c([N+](=O)[O-])c(N(C)c3ccccc3)n2)cc1OC | -2 | 25 | -20 | -1 | 3.0 | -60 | -1 | -3 | 60 | -7
34 | Cc1cccc(C)c1NC(=O)CSC(=S)N1CCCC1 | · | 33 | -9 | -4 | -1.2 | 22 | -8 | -5 | -22 | -12
35 | Cc1ncc([N+](=O)[O-])n1CC(=O)N/N=C/c1ccc(F)cc1 | 2 | 13 | -7 | 2 | -4.8 | 7 | -2 | -3 | -7 | 1
36 | CCN1CCN(c2ccc(S(=O)(=O)N3CCCCC3)cc2NC(=O)Cc2c(Cl)cccc2Cl)CC1 | -3 | · | -11 | 8 | -2.0 | 8 | 3 | -22 | -8 | ?
37 | CC1(C)C2CCC13CS(=O)(=O)N[C@@H]3C2 (some centres not stated) | -2 | 20 | -15 | -4 | -1.6 | 118* | -10 | 9 | -118 | 8
38 | CCSC1=C(C#N)C(c2ccc3c(c2)OCO3)C2=C(CCCC2=O)N1 (configuration not stated) | -3 | 6 | -8 | -2 | -1.6 | 5 | 3 | 3 | -5 | -7
39 | CCOCCCNC(=O)C1CCCN1C(=O)Nc1ccccc1[N+](=O)[O-] (configuration not stated) | -3 | 8 | -2 | 41 | 0.8 | 35 | -13 | -6 | -35 | 2
40 | Cc1nn(C)cc1S(=O)(=O)N1CCCCC1C (configuration not stated) | -5 | 14 | 5 | -1 | -0.7 | 26 | 17 | -3 | -26 | 7
41 | NC(=O)C1CCN(c2cc(Cl)nc(N)n2)CC1 | 1 | -14 | -17 | 38 | -2.5 | 10 | -2 | 0 | -10 | 0
42 | COCc1c(C(=O)N/N=C\c2cccnc2)nnn1-c1nonc1N | -2 | 36 | -17 | 19 | 0.1 | 15 | -2 | -1 | -15 | -1
43 | COc1ccc(C(=O)C2CCN(C(=S)Nc3ccc(F)cc3)CC2)cc1 | 0 | 16 | 6 | · | -1.0 | -43 | 2 | 11 | 43 | -5
44 | COc1ccccc1NC(=O)CSc1nc2sc(C)c(C)c2c(=O)n1C | -2 | 0 | 9 | 0 | -1.6 | 18 | 3 | 5 | -18 | -7
45 | Fc1cc(Br)ccc1NC(=S)Nc1cccnc1 | -4 | -15 | -12 | -8 | -0.3 | -2 | 4 | 10 | 2 | 5
46 | CCOC(=O)c1nc(C)n(-c2ccc([N+](=O)[O-])cc2)n1 | 0 | -6 | 12 | 1 | -2.8 | 7 | -4 | -5 | -7 | 1
47 | NC(=O)C1(C(=O)O)OC1(c1ccc(Cl)cc1)c1ccccc1Cl (configuration not stated) | -5 | 5 | 6 | -4 | 0.4 | -6 | -7 | 6 | 6 | -6
48 | CCOc1ccc(N2C(=O)CC(N(O)c3ccccc3)C2=O)cc1 (configuration not stated) | 1 | -22 | -7 | -2 | · | 11 | 11 | 68 | -11 | -1
49 | O=C(CN1C(=O)NC2(CCc3ccccc32)C1=O)c1cccs1 (configuration not stated) | · | 5 | -12 | 0 | -0.9 | 5 | 5 | 6 | -5 | -10
50 | COc1ccc(CNC(=O)CCS(=O)(=O)Cc2ccc(C)cc2)c(OC)c1 | -3 | 14 | -2 | 1 | -2.5 | -8 | 5 | -1 | 8 | -3
51 | O=C(COc1ccc2c(c1)CCC2)NCc1cccc(Cl)c1 | -2 | 15 | 3 | 0 | -0.2 | 15 | 0 | 9 | -15 | -5
52 | O=S(=O)(CCC1CCCCN1)c1ccccc1 (configuration not stated) | -3 | -10 | -14 | 2 | -0.5 | 13 | 0 | -5 | -13 | 0
53 | O=C(NC(Cc1ccc2c(c1)OCO2)C(=O)NC(Cc1ccccc1)C(=O)O)c1ccccc1 (configuration not stated) | -3 | 14 | -10 | 24 | -0.5 | 4 | -6 | · | -4 | 4
54 | COc1cc(/C=N/NC(=O)Cc2ccccc2)cc(OC)c1OC | -2 | 9 | -2 | 0 | -0.5 | -3 | -3 | · | 3 | 2
55 | COC(=O)c1sc(N)c(C(=O)OC)c1COC(=O)CNS(=O)(=O)c1ccc(C)c(C)c1 | -4 | -14 | -3 | -2 | -1.0 | -51 | -1 | -6 | 51 | -3
56 | CC1CC(C)(C)N(C(=O)CN2CCN(C)CC2)c2ccccc21 (configuration not stated) | -3 | 7 | 13 | 3 | -0.6 | 30 | 2 | · | -30 | 2
57 | COc1ccc2nc(NC(=O)C3CCCO3)sc2c1 (configuration not stated) | -3 | 9 | 3 | -1 | -0.6 | 23 | -8 | 43 | -23 | 4
58 | CCOC(=O)C1=CNS(=O)(=O)NC1c1cccc(O)c1 (configuration not stated) | 1 | -12 | -1 | · | -1.2 | 7 | -6 | -1 | -7 | -7
59 | Fc1cnc(N2CCOCC2)nc1NCc1ccccc1 | -2 | 2 | -4 | 4 | 0.2 | -20 | -1 | -9 | 20 | -1
